# Sm TGR inh: qHTS Assay for the Inhibitors of Schistosoma Mansoni Peroxiredoxins; purified TGR, DTNB reduction, TNB absorbance 405 nm; 3% of 360,000 active; Schistosoma mansoni thioredoxin glutathione reductase (TGR), Q962Y6; Potency, µM (highest dose often 114 µM), inactives show at the highest dose activity change, negative = inhibition, actives largely listed as inhibitors; AID 485364, 2010; further: potency means the concentration at half of the fitted maximal effect; nearly all actives have a fitted effect of over 60% in size
#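 Kinetic colorimetric format: TGR-catalysed, NADPH-driven DTNB reduction monitored via TNB absorbance. Enzyme dispensed at 20 nM; compound exposure 15 min at room temperature before reaction start.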
# AmpC inh detg: qHTS Inhibitors of AmpC Beta-Lactamase (assay with detergent); AmpC hydrolysis of nitrocefin, absorbance 480 nm, 0.01% Triton; Potency, µM (highest dose often 114 µM), for the others: top-dose activity change, negative = inhibition, actives largely listed as inhibitors; 0.041% of 370,000 active; AID 485294, 2010;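 further: potency means the concentration at half of the fitted maximal effect; 0% = no-compound wells and -100% = no-enzyme wells; nearly all actives have a fitted effect of over 25% in size; some results filed as inactive show a strong effect at the top dose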
# Target sequence (P00811 whole entry, looked up): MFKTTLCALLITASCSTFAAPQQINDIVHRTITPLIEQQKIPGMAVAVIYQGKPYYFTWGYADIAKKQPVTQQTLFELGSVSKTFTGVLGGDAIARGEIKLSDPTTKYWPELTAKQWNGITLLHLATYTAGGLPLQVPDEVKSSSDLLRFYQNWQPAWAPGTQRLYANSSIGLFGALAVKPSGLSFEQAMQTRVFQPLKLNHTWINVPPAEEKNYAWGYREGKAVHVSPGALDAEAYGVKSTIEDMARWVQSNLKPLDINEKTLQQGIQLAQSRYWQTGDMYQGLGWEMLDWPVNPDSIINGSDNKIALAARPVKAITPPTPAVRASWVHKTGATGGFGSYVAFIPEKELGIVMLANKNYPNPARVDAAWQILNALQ
#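 AmpC (5.3 nM in the dispensed reagent) in 20 mM phosphate pH 7.0 with 0.01% (detergent screen) or 0.0001% Triton X-100 was preincubated with compounds for 15 min at room temperature. Nitrocefin was then added from an 800 uM solution, and hydrolysis was followed at 480 nm.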
# AMA1-RON2 inh: qHTS for Inhibitors of AMA1-RON; Towards Development of Antimalarial Drug Lead: Primary Screen; AlphaScreen AMA1-biotinylated RON2 peptide binding; Potency, µM (highest dose often 58.2 µM), for inactives: at the highest dose activity change, negative = inhibition, most hits filed as inhibitors; 0.2% of 360,000 active;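 further: potency means the concentration at half of the fitted maximal effect; 0% = vehicle wells and -100% = peptide control; nearly all actives have a fitted effect of over 45% in size; some results filed as inactive show a strong effect at the top dose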
#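 AMA1 (3D7) with his tag at 25 nM final met compounds first, then biotinylated RON2 peptide at 25 nM; detection used donor plus acceptor beads, 10 µg/mL apiece, read by AlphaScreen after 30 min at room temperature.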
# HCMV antiviral: qHTS Assay for inhibitors of the human cytomegalovirus (HCMV); activity change, negative = inhibition, % at 57.5 µM; 4.5% of 410,000 active; AID 1259415, 2018; HFF cells, HCMV-luciferase reporter, 72 h; stronger effect = lower value; in the data active means activity change below about -60%; inconclusive means no clear call, values can overlap the other calls; inactive means above about -39%
#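 Two-dose cell screen: HFF monolayers treated with compounds and infected with luciferase-expressing HCMV at 1 PFU/cell, 72 h at 37C, then lysed for luciferase measurement.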
# Giardia FBPA inh: qHTS Assay for Inhibitors of Fructose-1,6-bisphosphate Aldolase from Giardia Lamblia. A8B2U2. purified Giardia FBPA. Potency, µM (top dose mostly 59.6 µM), without a hit: at the top dose activity, negative = inhibition, hits mostly inhibitors. 0.71% of 290,000 active. AID 2451, 2010; further: potency means the concentration at half of the fitted maximal effect; nearly all actives have a fitted effect of over 55% in size
# Target sequence (A8B2U2 whole entry, looked up): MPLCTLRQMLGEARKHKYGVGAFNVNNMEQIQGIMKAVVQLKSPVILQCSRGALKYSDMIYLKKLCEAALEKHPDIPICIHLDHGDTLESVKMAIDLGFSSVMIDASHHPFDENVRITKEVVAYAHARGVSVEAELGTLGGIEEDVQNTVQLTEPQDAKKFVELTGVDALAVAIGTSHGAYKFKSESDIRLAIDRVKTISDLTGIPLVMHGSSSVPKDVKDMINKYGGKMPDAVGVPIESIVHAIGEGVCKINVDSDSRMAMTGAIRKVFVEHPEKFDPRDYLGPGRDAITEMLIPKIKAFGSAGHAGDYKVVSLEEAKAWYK
#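 Giardia FBPA (40 nM reagent) was preincubated 10 min at RT with compound (up to 57.5 uM final), then substrate plus GAPDH/TPI/NAD/arsenate coupling system with diaphorase/resazurin was added; resorufin fluorescence (525/598 nm) was read after 20 min.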
# HCV inh: qHTS Assay for Inhibitors of Hepatitis C Virus (HCV); AID 651820, 2012; 3.4% of 340,000 active; Potency, µM (top dose mostly 41.8 µM), without a hit: at the highest dose activity change, negative = inhibition, most hits filed as inhibitors; Huh7.5.1 HCVcc-Cre infection, luciferase reporter, 44 h; further: potency means the concentration at half of the fitted maximal effect
#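 HCVcc-Cre virus at an moi near 0.5 was added right after compound to cells cultured 4 h from seeding (1,000 cells/well). Luciferase activity was determined 44 h later, 15 min after substrate addition at RT.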
# Numbers without * were called inactive; ? = inconclusive; . = no result given; & = joins results of further samples; [ ] = remark or other dose. Unless noted, the call rests on the fitted dose curve; in most records, active means well fitted curve in the direction sought with a large enough effect; inconclusive means small, poorly fitted or top-dose-only effect, or another doubt; inactive means no such curve, though single readings can be large; an effect the other way counts as inactive or inconclusive. Unless noted, on the % scale 0 is the no-effect control and ±100 the full control effect.
1. CCCCCC(=O)N1CC2(CC(c3cccc(NC(=O)[C@@H]4CCC(=O)N4)c3)=NO2)C[C@@H]1C(N)=O (stereo not given in full)
2. O=C(N/C(=C\c1cccc([N+](=O)[O-])c1)C(=O)N1CCOCC1)c1ccc([N+](=O)[O-])cc1
3. CC1(C)Cc2c(c(N3CCOCC3)nc3sc4c(NN)ncnc4c23)CS1
4. N#CC1=C(N)Oc2c(O)cc3ccccc3c2C1c1ccsc1 (stereo not given)
5. Cc1ccc2nc(NNC(=O)c3ccc(S(=O)(=O)N4CCc5ccccc5C4)cc3)sc2c1
6. COc1ccc(C(=O)Nc2ccc(Nc3ccccc3)cc2)cc1Br
7. CC12CCCCC1NS(=O)(=O)OC2 (stereo not given)
8. COc1ccc(/C=N/NC(=O)CNc2c(Br)cc(C)cc2Br)c(C(=O)O)c1OC
9. CCOc1ccc(N2CC(C(=O)Oc3ccccc3)CC2=O)cc1 (stereo not given)
10. CCCCOP(=O)(CN1CCOCC1)OCCCC
assay / entry	1	2	3	4	5	6	7	8	9	10
Sm TGR inh	?	.	-1%	-5%	-9%	.	-14%	1%	5%	9%
AmpC inh detg	-2%	2%	1%	-6%	?	.	-11%	-3%	-17%	1%
AMA1-RON2 inh	-2%	-6%	36%[activator]	0%	56%[activator]	?	2%	17%	-2%	-6%
HCMV antiviral	4	-11	-88*	-19	-99*	-33	?	-18	-20	10
Giardia FBPA inh	1%	1%	-7%	18µM*	11%	.	10%	27%	-10%	5%
HCV inh	7%	-8%	?	?	2.5µM*	8.9µM*	5%	-21%	10%	14%

11. O=C(c1ccco1)c1n[nH]nc1-c1ccccc1
12. CC1CCc2cc(F)ccc2N1C(=O)CCC(=O)O (stereo not given)
13. Cc1cccc(-n2ncc3c(=O)[nH]c(SCC(=O)Nc4cc(C)on4)nc32)c1
14. CCOc1ccc(-c2c(C(=O)N/N=C(\C)c3ccncc3)nnn2-c2nonc2N)cc1
15. COc1ccccc1CC1(C)NC(=O)N(CC(=O)N2CCc3ccccc3C2)C1=O (stereo not given)
16. OCC1(CO)CCCC(CO)(CO)C1O
17. Cc1ccc(S(=O)(=O)Nc2ccc(NC(=O)c3cccs3)cc2)cc1
18. CCOc1ccc2nc(N(CCN(C)C)C(=O)c3ccc4c(c3)CCCC4)sc2c1
19. O=C(C1CCCO1)N1CCN(c2ccccn2)CC1 (stereo not given)
20. COc1ccc(/C=C(/NC(=O)c2ccccc2)C(=O)N2CCCC2)cc1OC
assay / entry	11	12	13	14	15	16	17	18	19	20
Sm TGR inh	-21%	2%	.	-5%	5%[11.4 µM]	.	6%	17%	.	18%
AmpC inh detg	-7%	-1%	.	-11%	-8%	.	-5%	2%	0%	-2%
AMA1-RON2 inh	-10%	5%	-3%	16%	6%	-6%	0%	-21%	3%	-2%
HCMV antiviral	8	-6	23	88	12	-9	173	.	18	-5
Giardia FBPA inh	-28%	-5%	.	4%	7%	.	-13%	.	5%	0%
HCV inh	7%	-3%	0%	?	15%	10%	?	?	7%	13%

# In a second layout: entries from further up.
no.	canonical_smiles	Sm TGR inh	AmpC inh detg	AMA1-RON2 inh	HCMV antiviral	Giardia FBPA inh	HCV inh
17	Cc1ccc(S(=O)(=O)Nc2ccc(NC(=O)c3cccs3)cc2)cc1	6%	-5%	0%	173	-13%	?
11	O=C(c1ccco1)c1n[nH]nc1-c1ccccc1	-21%	-7%	-10%	8	-28%	7%

# Going on with the list:
21. CSc1ncc(C(=O)Nc2ccc(C)cc2C)c(C)n1
22. COC(=O)c1c(NC(=O)CN2CCN(c3ccccc3OC)CC2)c2c(C)cccc2n1C
23. Cc1ccc(C(=O)NC2CCCC(C)C2C)cc1S(=O)(=O)N1CCCCC1 (stereo not given)
24. Cc1ccc(S(=O)(=O)N2CCN(C(=O)CC(C)n3nc(C)c(Cl)c3C)CC2)cc1 (stereo not given)
25. O=C1CC[C@H](OCc2ccccc2)CCN1[C@H](CSc1ccccc1)Cc1ccccc1
26. c1cnc(N2CCN(Cc3c[nH]c4ccccc34)CC2)nc1
27. O=S(=O)(c1ccc(SCCOc2ccccc2)nc1)N1CCCC1
28. CN1CCN(C(=O)CSc2nnc(COc3ccc(Cl)cc3)o2)CC1
29. CC(C(=O)NC(=O)NC1CCCCC1)N1CCN(C(c2ccccc2)c2ccccc2)CC1 (stereo not given)
30. CCOC(=O)NCc1ccc2c(c1)OCO2
assay / entry	21	22	23	24	25	26	27	28	29	30
Sm TGR inh	-11%	92%[activator][11.4 µM]	5%	-13%	5%	0%	2%	-11%	-8%	-4%
AmpC inh detg	-10%	-10%	?	-5%	-7%	-8%	?	-5%	1%	-12%
AMA1-RON2 inh	-8%	.	-4%	12%	-12%	-8%	33%[activator]	-2%	-13%	6%
HCMV antiviral	-15	38	-23	-24	58	-5	-9	-10	12	44
Giardia FBPA inh	5%	1%	.	2%	10%	4%	.	-4%	-3%	3%
HCV inh	-13%	.	?	-7%	?	-6%	?	-21%	1%	16%

31. COc1ccc(N(CC(=O)Nc2nccs2)S(=O)(=O)c2c(C)nn(C)c2C)cc1
32. O=C(O)COc1ccc(NC(=O)c2ccc3c(c2)C(=O)N(C2CCCCC2)C3=O)cc1
33. Cc1cn2c(=O)c(C(=O)N3CCN(c4ccccc4)CC3)cnc2s1
34. O=C(CSc1ncn[nH]1)c1cc2ccccc2o1
35. COc1cc([N+](=O)[O-])cc(/C=N/NC(=O)c2cc(C)nc3ccccc23)c1O
36. O=C(Nc1ccc2nc(-c3ccco3)[nH]c2c1)c1ccco1
37. Cc1c(NC(=S)Nc2ccccc2)c(=O)n(-c2ccccc2)n1C
38. Cc1nc2nc(SCC(=O)Nc3ccccc3Cl)nn2c(C)c1Cc1ccccc1
39. NC(=O)c1cc2ccccc2oc1=NCc1ccccc1
40. Cc1cnc(C(=O)OCC(=O)N(Cc2ccccc2)C(C)(C)C)cn1
assay / entry	31	32	33	34	35	36	37	38	39	40
Sm TGR inh	5%	-12%	4%	7%	1%	-35%	-28%	1%	3%	.
AmpC inh detg	?	-7%	-8%	0%	-2%	-8%	-2%	-7%	2%	.
AMA1-RON2 inh	2%	-19%	17%	24%	-74%	-5%	26%	.	-8%	0%
HCMV antiviral	-23	-6	2	?	-21	-15	-24	-36	60	14
Giardia FBPA inh	-6%	.	.	-14%	15%	-10%	4%	.	0%	.
HCV inh	-2%	-4%	13%	5%	9%	-17%	18%	.	4%	-5%

41. COCCNC(=O)c1ccc2ccccc2n1
42. COc1ccc(S(=O)(=O)NC2CC2)cc1Cl
43. CCCCn1c(SCC(=O)Nc2cccc(C)n2)nnc1-c1ccco1
44. Cc1ccc(CN2CCN(/N=C\C=C\c3ccccc3)CC2)cc1
45. COc1ccc(C2CC(c3cccs3)=NN2c2ccccc2)cc1 (stereo not given)
46. CCOC(=O)C1=C(O)/C(=C\c2ccc(O)c(OCC)c2)N=C1C
47. Cc1cc(NC(=O)c2ccccc2)n(-c2ccccc2)n1
48. COc1ccc(C(=O)OCCc2cc3ccccc3c(=O)o2)cc1
49. COc1cc(C(CCN2CCCC2)c2c(OC)cc(OC)c3ccc(=O)oc23)cc(OC)c1OC (stereo not given)
50. C=CCOc1ccc(/C=C/C(=O)OCC(=O)NNC(=O)c2ccccc2F)cc1
assay / entry	41	42	43	44	45	46	47	48	49	50
Sm TGR inh	34%	-6%	-28%	3%	6%	40µM*	15%	?	-21%	.
AmpC inh detg	-5%	?	-10%	0%	5%	3%	2%	-5%	5%	.
AMA1-RON2 inh	13%	-4%	6%	13µM*	68%[activator]	-4%	5%	20%	8%	72%[activator]
HCMV antiviral	47	73	-8	-25	22	-5	-3	-37	1	18
Giardia FBPA inh	-3%	1%	1%	3%	0%	-26%	3%	.	2%&-18%	.
HCV inh	7%	-1%	-16%	6%	-13%	18%	-12%	?	2µM*	2%

# Shown as tab-separated lines: part of the list above
No.	mol	Sm TGR inh	AmpC inh detg	AMA1-RON2 inh	HCMV antiviral	Giardia FBPA inh	HCV inh
6	COc1ccc(C(=O)Nc2ccc(Nc3ccccc3)cc2)cc1Br	.	.	?	-33	.	8.9µM*
7	CC12CCCCC1NS(=O)(=O)OC2 (stereo not given)	-14%	-11%	2%	?	10%	5%
8	COc1ccc(/C=N/NC(=O)CNc2c(Br)cc(C)cc2Br)c(C(=O)O)c1OC	1%	-3%	17%	-18	27%	-21%

# (continued)
51. Cc1cc(NC(=O)CCC(=O)N(c2ccccc2F)C(C(=O)NC2CCCC2)c2ccccc2)no1 (stereo not given)
52. COc1ccc(NS(=O)(=O)c2ccc3c(c2)CCN3C(=O)C2CC2)cc1OC
53. Cc1c(Cl)cccc1NC(=S)NCc1ccccc1Cl
54. O=S(=O)(NC1CCCC1)c1ccc(S(=O)(=O)N(Cc2cccs2)CC2CCCO2)cc1 (stereo not given)
55. O=C(CC1C[C@H](C(=O)N2CCCCC2)[C@@]2(CCc3ccccc3)c3[nH]c4ccccc4c3CCN2C1=O)NCc1cccc(C(F)(F)F)c1 (stereo not given in full)
56. COc1ccc2[nH]c3c(c2c1)CCN1C(=O)C(CC(=O)NCCCN(C)C)C[C@H](C(=O)N2CCCCC2)[C@@]31CCc1ccccc1 (stereo not given in full)
57. CN(C)C1(c2nnnn2CCOC(=O)Nc2ccc(Cl)cc2)CCCCC1
58. COc1ccccc1CC(=O)O/N=C(\N)c1cccc([N+](=O)[O-])c1
assay / entry	51	52	53	54	55	56	57	58
Sm TGR inh	2%	-2%	7%	?	.	.	-1%	14%
AmpC inh detg	-10%	-2%	4%	-2%	.	.	-4%	?
AMA1-RON2 inh	12%	.	15%	-2%	-8%	-7%	-3%	10%
HCMV antiviral	1	-30	?	-24	-20	-5	?	19
Giardia FBPA inh	16%	.	-1%	0%	.	.	1%	5%
HCV inh	15%	.	1%	-9%&-1%	-2%	?	?	-14%

# Retrieved by structure from above, 2 records:
55. O=C(CC1C[C@H](C(=O)N2CCCCC2)[C@@]2(CCc3ccccc3)c3[nH]c4ccccc4c3CCN2C1=O)NCc1cccc(C(F)(F)F)c1 (stereo not given in full)
52. COc1ccc(NS(=O)(=O)c2ccc3c(c2)CCN3C(=O)C2CC2)cc1OC
assay / entry	55	52
Sm TGR inh	.	-2%
AmpC inh detg	.	-2%
AMA1-RON2 inh	-8%	.
HCMV antiviral	-20	-30
Giardia FBPA inh	.	.
HCV inh	-2%	.

# 3 entries already listed, sorted by heavy-atom count, descending:
8. COc1ccc(/C=N/NC(=O)CNc2c(Br)cc(C)cc2Br)c(C(=O)O)c1OC
48. COc1ccc(C(=O)OCCc2cc3ccccc3c(=O)o2)cc1
34. O=C(CSc1ncn[nH]1)c1cc2ccccc2o1
assay / entry	8	48	34
Sm TGR inh	1%	?	7%
AmpC inh detg	-3%	-5%	0%
AMA1-RON2 inh	17%	20%	24%
HCMV antiviral	-18	-37	?
Giardia FBPA inh	27%	.	-14%
HCV inh	-21%	?	5%

# Screening data as filed in PubChem BioAssay.
